GAA inhib: inhibitors of human lysosomal alpha-glucosidase. P10253. purified human GAA, 4-MU-alpha-glucoside fluorescence. Potency, µM (titrated, usually from 76.9 µM), inactives show top-dose activity change, negative = inhibition, actives largely listed as inhibitors. 200,000 tested, 0.005% active. AID 1466;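 also: plate controls were uninhibited enzyme wells for no effect and no-enzyme background for full effect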
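qHTS format, compound range up to 77 uM. Human lysosomal enzyme at 4 nM, 400 uM 4-MU glucoside substrate, pH 5.0, 20 min room temperature; fluorescence after alkaline stop gives activity normalized to controls.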
aGal spleen mod: inhibitors or activators of human alpha-galactosidase in spleen homogenate. Potency, µM (titrated, usually from 80 µM), for inactives: top-dose activity change, negative = inhibition, hits mostly inhibitors. P06280. 240,000 tested, 0.008% active. human spleen homogenate, 4MU-alpha-Gal fluorescence, 40 min;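 also: 0% = enzyme with vehicle and -100% = no enzyme basal signal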
Target sequence (P06280 32-429 limits assumed): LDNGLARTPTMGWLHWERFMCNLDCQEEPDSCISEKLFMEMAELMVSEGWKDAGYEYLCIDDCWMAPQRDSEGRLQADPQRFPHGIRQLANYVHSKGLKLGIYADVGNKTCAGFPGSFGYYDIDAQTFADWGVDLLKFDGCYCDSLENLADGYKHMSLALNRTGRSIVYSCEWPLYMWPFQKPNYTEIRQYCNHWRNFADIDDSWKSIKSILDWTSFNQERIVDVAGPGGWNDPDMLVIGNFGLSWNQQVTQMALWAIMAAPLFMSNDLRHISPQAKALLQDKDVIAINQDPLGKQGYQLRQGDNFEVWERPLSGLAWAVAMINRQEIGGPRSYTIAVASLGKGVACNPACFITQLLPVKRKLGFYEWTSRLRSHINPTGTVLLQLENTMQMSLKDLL
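Human spleen homogenate (1 ug) as enzyme source, 4-methylumbelliferyl-alpha-D-galactopyranoside 1 mM final, citrate/phosphate pH 5.0 with 0.01% Tween-20. Compounds 40 min at 37C, NaOH/glycine stop; fluorescence Ex 365/Em 440, Hill-fit AC50.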
aGlu spleen mod: inhibitors or activators of human alpha-glucosidase in spleen homogenate | P10253 | human spleen homogenate, 4-MU-alpha-glucoside fluorescence | Potency, µM (highest dose often 79.9 µM), inactives show top-dose activity change, negative = inhibition, usual class: inhibitors | 240,000 tested, 0.006% active | AID 2112;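 also: 0% = enzyme with vehicle and -100% = no enzyme basal signal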
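Enzyme source: human spleen homogenate, 1 ug/well. Buffer 50 mM citric acid/K phosphate pH 5.0, 0.01% Tween-20. 4-MU-alpha-glucoside 1 mM; 37 C x 40 min; NaOH/glycine stop; fluorescence.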
RGS12 GoLoco inh: blocks human Gai1 binding to RGS12 GoLoco peptide, red readout. Gai1:RGS12 GoLoco peptide FP, rhodamine, 10 min. Potency, µM (top dose mostly 61.6 µM), without a hit: at the top dose activity, negative = inhibition, actives largely listed as inhibitors. 230,000 tested, 0.44% active. AID 880; active = well fitted inhibition curve with a large enough effect, not every such curve was filed as active; inactive = no such curve, though single readings can be large or run the other way; also: % is scaled to controls: 0 for no effect and ±100 for the full control effect; nearly all actives have a fitted effect of over 30% in size; many of its hits are not listed in these tables
Target sequence (P63096 whole entry, looked up): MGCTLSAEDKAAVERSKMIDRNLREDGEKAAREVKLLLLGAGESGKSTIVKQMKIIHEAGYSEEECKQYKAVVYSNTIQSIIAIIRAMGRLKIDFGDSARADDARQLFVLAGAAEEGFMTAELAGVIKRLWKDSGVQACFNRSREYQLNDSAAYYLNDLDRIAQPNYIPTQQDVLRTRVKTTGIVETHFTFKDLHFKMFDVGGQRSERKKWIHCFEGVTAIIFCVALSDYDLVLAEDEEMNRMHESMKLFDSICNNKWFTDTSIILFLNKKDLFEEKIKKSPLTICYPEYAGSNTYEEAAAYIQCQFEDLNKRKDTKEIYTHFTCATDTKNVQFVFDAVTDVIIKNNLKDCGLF
SMN2 splice enh: increases expression of the SMN2 splice variant. 210,000 tested, 2.8% active. HEK293 SMN2-luciferase splicing reporter, luminescence, 30-36 h. Potency, µM (doses to about 46.1 µM), for the others: top-dose activity change, positive = activation, actives largely listed as activators; also: % of control where 0% means no effect; nearly all actives have a fitted effect of over 55% in size
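qHTS luciferase splicing reporter: luminescence rises when SMN2 exon 7 is included in transfected HEK293 cells. Compound exposure lasted 30-36 h at 37C, with 4.5 mM final sodium butyrate as control, followed by a ONE-Glo read.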
ALDH1A1 inh: blocks purified human ALDH1A1 activity; P00352; 220,000 tested, 7.3% active; Potency, µM (top dose mostly 75.3 µM), without a hit: top-dose activity, negative = inhibition, actives largely listed as inhibitors; Purified ALDH1A1, NADH fluorescence, propionaldehyde substrate; active = well fitted inhibition curve with a large enough effect, not every such curve was filed as active; inconclusive = small, poorly fitted or top-dose-only effect, or another doubt; inactive = no such curve, though single readings can be large or run the other way;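 also: plate controls were no enzyme wells and a reference inhibitor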
GAA glycogen mod: alters human alpha-glucosidase cleavage of glycogen | P10253 | recombinant GAA, glycogen substrate, Amplex Red glucose oxidase fluorescence | Potency, µM (titrated, usually from 76.4 µM), for inactives: top-dose activity change, negative = inhibition, actives largely listed as inhibitors | 300,000 tested, 0.38% active | AID 2100;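 also: 0% = full enzyme reaction and -100% = no-enzyme basal signal; the screen sought inhibitors and activators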
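Recombinant human enzyme (4 nM); glycogen substrate; 37 C, 40 min, pH 5.0. Readout: coupled glucose oxidase/Amplex Red fluorescence.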
JMJD2E inh: inhibitors of human JMJD2E histone demethylase; B2RXH2; JMJD2E catalytic domain, FDH-coupled NADH fluorescence (FDH is formaldehyde dehydrogenase); Potency, µM (highest dose often 57.1 µM), without a hit: top-dose activity change, negative = inhibition, actives largely listed as inhibitors; 230,000 tested, 1.6% active; AID 2147; active = well fitted inhibition curve with a large enough effect, not every such curve was filed as active; inconclusive = small, poorly fitted or top-dose-only effect, or another doubt; inactive = no such curve, though single readings can be large or run the other way;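 also: 0% = wells with enzyme and -100% = buffer wells without enzyme; nearly all actives have a fitted effect of over 50% in size; many of its hits are not listed in these tables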
Target sequence (B2RXH2 1-337 limits assumed): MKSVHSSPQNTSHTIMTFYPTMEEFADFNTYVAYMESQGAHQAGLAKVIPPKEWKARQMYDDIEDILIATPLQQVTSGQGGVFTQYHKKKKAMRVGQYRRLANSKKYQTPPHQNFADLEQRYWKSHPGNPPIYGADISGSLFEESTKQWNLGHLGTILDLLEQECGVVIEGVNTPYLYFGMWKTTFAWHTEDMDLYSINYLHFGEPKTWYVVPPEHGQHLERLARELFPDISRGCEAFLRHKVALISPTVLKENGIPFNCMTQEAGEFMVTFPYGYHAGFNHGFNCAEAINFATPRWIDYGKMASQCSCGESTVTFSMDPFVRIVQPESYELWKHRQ
* marks the source's active call; other numbers are inactive results; u = inconclusive; x = no result given; [ ] = another dose, or the depositor's remark. Unless noted, calls follow the shape of the dose curve; as a rule, active = well fitted curve in the direction sought with a large enough effect; inconclusive = small, poorly fitted or top-dose-only effect, or another doubt; inactive = no such curve, though single readings can be large; an effect the other way counts as inactive or inconclusive. Potency is read from the fitted curve at half-maximal effect. A portion of the library, so the mix of outcomes need not match the whole.

SMILES | GAA inhib | aGal spleen mod | aGlu spleen mod | RGS12 GoLoco inh | SMN2 splice enh | ALDH1A1 inh | GAA glycogen mod | JMJD2E inh
N#Cc1ccccc1NC(=O)COC(=O)COc1ccccc1[N+](=O)[O-] | -4% | 7% | 0% | 47%[activator] | 0% | -2% | 4% | -2%
CCn1cc(C2=NOC(C(=O)O)C2)c(C)n1 (configuration not stated) | -4% | 2% | -5% | 8% | -9% | 4% | 1% | 2%
COc1cc(OC)cc(-c2nnc(SCC(=O)N(C(C)C)C(C)C)o2)c1 | -8% | 1% | -3% | -6% | 5% | 11% | -10% | 6%
O=C(CN1C(=O)CCC1=O)Nc1ccc(Br)cc1 | -18% | 5% | 12% | 5% | 4% | 2.5µM* | 11% | 4%
COc1ccc(S(=O)NC2CCCCC2)c(OC)c1C (configuration not stated) | 1% | 10% | 5% | -5% | 5% | -12% | -3% | -11%
CC(C)CCNC(=O)c1cccc(S(=O)(=O)N2CCc3ccccc32)c1 | -5% | 2% | -11% | 8% | -15% | -2% | -1% | -2%
Cc1nc(-c2ccc(Cl)cc2)sc1C1(C)CC(c2c(Cl)cccc2Cl)=NO1 (configuration not stated) | x | -5% | -4% | 6% | x | x | 2% | u
COc1ccc(C(=O)NCCN2CCOCC2)c(OC)c1OC | x | -4% | -5% | 5% | x | 12% | -7% | 4%
CCNc1nc(NCC)nc(OCCNS(=O)(=O)c2ccccc2)n1 | x | 2% | -3% | 1% | x | x | 1% | -1%
Cc1ccc(C(=O)OCc2nnc(-c3ccccc3)o2)o1 | -1% | 9% | 2% | 11% | u | -6% | -5% | -2%
O=S(=O)(NCCc1cn2ccccc2n1)c1ccc(F)c(C(F)(F)F)c1 | -3% | 8% | -17% | 3% | 14% | 10% | -2% | -26%
CCCCN(CCCC)CCCNC(=O)c1ccc2nc(-c3ccccc3NC(C)=O)c(=O)[nH]c2c1 | u | 5% | 1% | 7% | 1% | -6% | -10% | -9%
CCN(CC)Cc1c(O)ccc2c(-c3ccccc3)cc(=O)oc12 | 1% | 4% | -5% | -2% | -11% | u | 8% | u
Cc1ccc2[nH]c3c(=O)n(N)c(=O)[nH]c3c2c1 | u | u | 19% | 17% | x | u | -7% | u
CCc1nnc(NC(=O)c2ccc(-c3ccccc3F)o2)s1 | 1% | 4% | x | 26% | 21% | u | 0% | u
N/C(=N\OC(=O)c1ccc2ccccc2c1)c1ccncc1 | -9% | 5% | -1% | 5% | x | 2% | -3% | -11%
COc1ccc(C(=O)COC(=O)C2CCCN2C(=O)C23CC4CC(CC(C4)C2)C3)cc1 (configuration not stated) | -6% | -5% | -7% | 3% | 2% | u | 5% | 17%
CCOC(=O)C1CCCN(C(=O)CN(c2ccc(OC)cc2)S(=O)(=O)c2c(C)noc2C)C1 (configuration not stated) | -2%[15.4 µM] | -2% | -2% | 1% | 8% | 2% | 3% | 4%
CCc1ccccc1N(CC(=O)N1CCN(c2ccccc2F)CC1)S(C)(=O)=O | -2% | 3% | -4% | -8% | 1% | 2% | -12% | 2%
COc1ccc(-n2nc(C(=O)NCC(=O)N3CCN(C)CC3)c3ccccc3c2=O)cc1OC | 0% | 7% | 2% | -4% | -5% | 3% | 0% | 6%

An excerpt from above in order of count of non-hydrogen atoms, low to high.
SMILES | GAA inhib | aGal spleen mod | aGlu spleen mod | RGS12 GoLoco inh | SMN2 splice enh | ALDH1A1 inh | GAA glycogen mod | JMJD2E inh
CCn1cc(C2=NOC(C(=O)O)C2)c(C)n1 (configuration not stated) | -4% | 2% | -5% | 8% | -9% | 4% | 1% | 2%
Cc1ccc2[nH]c3c(=O)n(N)c(=O)[nH]c3c2c1 | u | u | 19% | 17% | x | u | -7% | u
COc1ccc(S(=O)NC2CCCCC2)c(OC)c1C (configuration not stated) | 1% | 10% | 5% | -5% | 5% | -12% | -3% | -11%
Cc1ccc(C(=O)OCc2nnc(-c3ccccc3)o2)o1 | -1% | 9% | 2% | 11% | u | -6% | -5% | -2%
N/C(=N\OC(=O)c1ccc2ccccc2c1)c1ccncc1 | -9% | 5% | -1% | 5% | x | 2% | -3% | -11%
CCNc1nc(NCC)nc(OCCNS(=O)(=O)c2ccccc2)n1 | x | 2% | -3% | 1% | x | x | 1% | -1%
N#Cc1ccccc1NC(=O)COC(=O)COc1ccccc1[N+](=O)[O-] | -4% | 7% | 0% | 47%[activator] | 0% | -2% | 4% | -2%
Cc1nc(-c2ccc(Cl)cc2)sc1C1(C)CC(c2c(Cl)cccc2Cl)=NO1 (configuration not stated) | x | -5% | -4% | 6% | x | x | 2% | u
CCc1ccccc1N(CC(=O)N1CCN(c2ccccc2F)CC1)S(C)(=O)=O | -2% | 3% | -4% | -8% | 1% | 2% | -12% | 2%
CCOC(=O)C1CCCN(C(=O)CN(c2ccc(OC)cc2)S(=O)(=O)c2c(C)noc2C)C1 (configuration not stated) | -2%[15.4 µM] | -2% | -2% | 1% | 8% | 2% | 3% | 4%
COc1ccc(-n2nc(C(=O)NCC(=O)N3CCN(C)CC3)c3ccccc3c2=O)cc1OC | 0% | 7% | 2% | -4% | -5% | 3% | 0% | 6%
CCCCN(CCCC)CCCNC(=O)c1ccc2nc(-c3ccccc3NC(C)=O)c(=O)[nH]c2c1 | u | 5% | 1% | 7% | 1% | -6% | -10% | -9%

Following part
SMILES | GAA inhib | aGal spleen mod | aGlu spleen mod | RGS12 GoLoco inh | SMN2 splice enh | ALDH1A1 inh | GAA glycogen mod | JMJD2E inh
Cn1c(=O)cc(OCC(=O)NCCCN2CCN(c3ccccc3F)CC2)c2ccccc21 | 2% | -4% | -3% | 10% | 13% | -4% | 23% | 0%
CCCOn1c(OCC(C)C)nc2ccccc2c1=O | -6% | -3% | -11% | -5% | -10% | 22µM* | 14% | 7%
CC1CCCCN1CCNC(=O)c1ccc2c(=O)n(CCc3ccccc3)c(=O)[nH]c2c1 (configuration not stated) | u | u | -6% | 7% | -6% | u | -15% | u
O=C(CSc1ncnc2nc[nH]c12)N1CCN(c2ccccc2)CC1 | 4% | 8% | 6% | 2% | -12% | -6% | -9% | 5%
Cc1c(-c2ccccc2)nc(N)c(C#N)c1-c1ccco1 | 3% | 8% | 0% | 99%[activator] | 7% | u | -4% | -4%
COc1ccccc1OCCCOc1c(C)cc(C)cc1Br | 0% | 10% | -6% | 6% | -6% | 13% | -5% | 4%
Cc1ccc(OCC(=O)O)c(-n2nc3ccccc3n2)c1 | -2% | -1% | -3% | 4% | -4% | -1% | 7% | -27%
CNC(=O)c1ccc(NC(=O)/C=C/c2cccc(F)c2)cc1 | 5% | -1% | x | 9% | 14% | 3% | 6% | u
C[N+]1(CC(=O)NNc2c3ccccc3nc3ccccc23)CCOCC1 | 4% | 8% | 1% | 8% | 1% | 1% | u | -16%
CN(C)/C(=N\O)c1c(Cl)cccc1Cl | -4% | -17% | 2% | -10% | x | 4% | -29% | 2%
Cc1ccc(-c2nnc3c4ccccc4c(C)nn23)cc1S(=O)(=O)N1CCN(CCO)CC1 | -4% | 3% | -10% | 25% | 27% | 3% | 4% | u
C/C(Cc1ccccc1)=N\NC(=O)c1cccnc1 | -3% | 4% | 0% | 4% | -12%[1.84 µM] | -2% | -5% | 75%[activator]
CC(OC(=O)c1cccc(NS(C)(=O)=O)c1)C(=O)Nc1ccc(N2CCOCC2)cc1 (configuration not stated) | 0% | -1% | 0% | 17% | 13% | 19% | 0% | 0%
CCOC(=O)N1CCN(C(=O)COc2cccc3c2CCN(Cc2ccccc2C)C3=O)CC1 | -1% | 2% | -8% | -7% | -22% | 25µM* | 4% | 7%
CCOc1ccc(NC(=O)C/C(N)=N/O)cc1 | -1% | 8% | 1% | -6% | 12% | 0% | 1% | 4%
Cc1ccc2nc3c(cc(C#N)c(=N)n3Cc3cccnc3)c(=O)n2c1 | u | 7% | 6% | 12% | -9% | 0% | 5% | u
O=C(NCc1ccccc1)C(c1cccnc1)N(Cc1ccco1)C(=O)c1ccccn1 (configuration not stated) | -1% | -1% | -6% | 1% | 6% | 10% | 14% | 1%
Cc1ccccc1-n1ncc(C(C)NC(=O)c2ccco2)c1C (configuration not stated) | -8% | 3% | -6% | 2% | x | -4% | -9% | 10%
CCOc1ccc2nc(SCC(=O)NC(=O)NCc3ccco3)[nH]c2c1 | -2% | 6% | 3% | 8% | -5% | -1% | 0% | 10%
COc1ccccc1N1CCN(/N=C/c2cccc(OC)c2OC)CC1 | 3% | 1% | -21% | 8% | 7% | 1% | u | -7%
O=C(c1cnc2ccccn2c1=O)N1CCCc2ccccc21 | -4% | 4% | -1% | 5% | 35% | 8.9µM* | 2% | 13%
Cc1ccc(NC(=O)c2oc3ccccc3c2C)c([N+](=O)[O-])c1 | 2% | 2% | 1% | -4% | u | 1% | 1% | 0%
NCC(c1ccccc1)c1c[nH]c2ccccc12 (configuration not stated) | 1% | 7% | 6% | 14% | -5% | -6% | -7% | -4%
CC(=O)N1CCc2[nH]c3ccccc3c2C1 | -8% | -2% | 3% | -17% | 1% | 13% | -5% | 5%
COC(=O)CCCC(=O)N1CCCC(CCC(=O)NCc2ccc(F)c(F)c2)C1 (configuration not stated) | 13% | -2% | -2% | 7% | x | u | 0% | -2%
Cc1cc2c(ncn2C(C)C)c(NS(=O)(=O)c2ccc(F)cc2)c1C | -10% | -10% | -1% | -11% | -3% | -8% | 11% | 11%
COc1cc(C(C)=O)ccc1Oc1ncnc2c1cnn2-c1ccc(C)c(C)c1 | 0% | 0% | -2% | 3% | -36%[inhibitor] | u | 0% | -1%
CC(C)(C)C(=O)NC(n1cnc2c(N3CCOCC3)ncnc21)C(Cl)(Cl)Cl (configuration not stated) | -4% | 2% | -7% | -1% | x | 1% | -8% | 17%
COc1ccc(Br)c2oc(SC)cc(=O)c12 | 3% | -1%[119 µM] | 3%[119 µM] | 14%[88.7 µM] | -6% | -11% | 2% | 3%
COc1ccccc1NS(=O)(=O)c1ccc(Cl)c(NC(=O)C(C)N2C(=O)c3ccccc3C2=O)c1 (configuration not stated) | 2% | 6% | 1% | 3% | 2% | 18µM* | -3% | -5%
